Screening results: PubChem, National Center for Advancing Translational Sciences (NCATS)
BRCA1 expr act: BRCA1 expression activation | Potency, µM (top dose mostly 46.1 µM), without a hit: at the top dose activation, hits mostly activators | 380,000 compounds, 1.1% hits | MCF7-BRCA1-FFLuc reporter, luminescence, 48 h; response scale: scaled: vehicle 0%, 10 µM genistein 100%; also: potency is read from the fitted curve at half-maximal effect; nearly all actives have a fitted effect of over 80% in size; some results filed as inactive show a strong effect at the top dose
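MCF7 cells carrying a BRCA1-firefly luciferase reporter (2000 cells/well, phenol-red free MEM) were attached for 2 h at 37 °C, then given compounds for 48 h. Luminescence was read 15 min after luciferase reagent; activity normalized to genistein (10 microM) and DMSO.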
TRPV1 ag: activates the human vanilloid receptor TRPV1. TRPV1-expressing cells, Fluo-8 calcium influx, agonist mode. activation, % at 8.33 µM. 320,000 compounds, 0.19% hits; in the data active = activation above about 80%; inconclusive = between about 30% and that limit; also: 0% is about no effect
Target sequence (Q8NER1 whole entry, looked up): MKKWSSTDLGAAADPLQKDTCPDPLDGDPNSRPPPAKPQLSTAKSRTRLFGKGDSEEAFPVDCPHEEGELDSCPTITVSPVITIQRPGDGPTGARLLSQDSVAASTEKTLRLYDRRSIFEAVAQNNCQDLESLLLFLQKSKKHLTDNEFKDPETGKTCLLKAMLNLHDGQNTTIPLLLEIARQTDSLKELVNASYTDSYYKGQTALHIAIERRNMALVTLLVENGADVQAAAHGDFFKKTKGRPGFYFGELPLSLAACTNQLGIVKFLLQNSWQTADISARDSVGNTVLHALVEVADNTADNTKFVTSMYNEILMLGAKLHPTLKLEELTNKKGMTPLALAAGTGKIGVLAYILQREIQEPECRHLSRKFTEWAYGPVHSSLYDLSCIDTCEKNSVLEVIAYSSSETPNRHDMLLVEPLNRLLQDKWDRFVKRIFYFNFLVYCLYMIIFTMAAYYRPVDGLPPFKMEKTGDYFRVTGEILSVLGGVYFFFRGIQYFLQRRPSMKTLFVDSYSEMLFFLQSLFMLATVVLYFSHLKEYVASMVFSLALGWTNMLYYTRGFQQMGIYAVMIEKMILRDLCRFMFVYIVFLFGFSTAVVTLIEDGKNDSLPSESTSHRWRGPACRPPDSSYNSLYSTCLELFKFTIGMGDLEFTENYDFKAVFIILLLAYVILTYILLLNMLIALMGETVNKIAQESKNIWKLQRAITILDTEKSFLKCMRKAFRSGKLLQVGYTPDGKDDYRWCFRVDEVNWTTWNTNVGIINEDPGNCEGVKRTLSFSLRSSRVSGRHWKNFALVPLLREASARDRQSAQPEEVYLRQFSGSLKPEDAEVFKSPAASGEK
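Cells expressing TRPV1 were dye-loaded with Fluo-8 and read kinetically: 10 s baseline, 3 min after compound (agonist portion), then 2 min after EC20 capsaicin (allosteric enhancer portion). Calcium-bound dye fluorescence at 480/520 nm.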
FLuc counter: counter-screen for miR-21 project: firefly luciferase inhibitors or activators | P08659 | purified FLuc, Km substrates, luminescence inhibition | Potency, µM (highest dose often 57.5 µM), without a hit: at the top dose activity change, negative = inhibition, actives largely listed as inhibitors | 360,000 compounds, 6.9% hits | AID 588342;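 also: potency is read from the fitted curve at half-maximal effect; plate controls were vehicle for no effect and reference inhibitor for full effect; nearly all actives have a fitted effect of over 55% in size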
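Purified P. pyralis luciferase, 10 nM final, with Km-level 10 uM D-luciferin and 10 uM ATP in 50 mM Tris acetate pH 7.5, 10 mM Mg acetate, 0.01% Tween-20, 0.05% BSA; 6-point qHTS titration about 60 µM downward; luminescence read.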
NPC1 promoter act: activates the NPC1 promoter; Huh7 NPC1 promoter luciferase reporter, 24 h; Potency, µM (series often up to 9.22 µM), for the others: top-dose activation, usual class: activators; 320,000 compounds, 2.4% hits;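 also: potency is read from the fitted curve at half-maximal effect; % of control where 0% means no effect; nearly all actives have a fitted effect of over 60% in size; reporter is driven by a mutant NPC1 promoter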
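Stably transfected Huh7 (NPC1 promoter→luciferase), 1500 cells/well in Opti-MEM + 10% FBS, 2 h settle, then compound 24 h at 37 °C. Luminescence after 10 min with Amplite reagent.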
ELG1 repair inh: inhibitors of ELG1-dependent DNA repair in HEK293T cells; 330,000 compounds, 2.3% hits; AID 504467; Potency, µM (highest dose often 46.1 µM), for the others: at the top dose activity change, negative = inhibition, most hits filed as inhibitors; HEK293T ELG1-luciferase reporter, luminescence, 16 h; DNA damage induced by 5-fluorouridine; also: potency is read from the fitted curve at half-maximal effect; % is scaled to controls: 0 for no effect and ±100 for the full control effect; nearly all actives have a fitted effect of over 55% in size
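Cells (2,000 per well) received 5-fluorouridine plus test compound or DMSO and were incubated 16 hr at 37 °C, 5% CO2. Luciferase activity was read by luminescence 30 min after ONE-Glo addition; signal suppression marked inhibition of damage-induced ELG1 function.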
ELG1 genotoxic: induces genotoxicity in HEK293T cells with luciferase-tagged ELG1; HEK293T ELG1-luciferase reporter, luminescence, 16 h; Potency, µM (top dose mostly 46 µM), for the others: at the highest dose activity change, positive = activation, most hits filed as activators; 330,000 compounds, 1.3% hits; AID 504466; also: potency is read from the fitted curve at half-maximal effect; % of control where 0% means no effect; nearly all actives have a fitted effect of over 60% in size
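Quantitative HTS format in 1536-well plates. HEK293T ELG1-luciferase reporter cells receive test compound and are incubated 16 hr at 37 °C, 5% CO2; ONE-Glo added, 30 min room temperature, then luminescence read.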
p53 reactivator: restores transcriptional activity of mutant p53; Potency, µM (series often up to 92.2 µM), without a hit: at the top dose activity change, positive = activation, most hits filed as activators; H1299 p53-A138V BP100-luciferase reporter, luminescence, 24 h; 320,000 compounds, 0.063% hits; AID 504706; also: potency is read from the fitted curve at half-maximal effect; % of control where 0% means no effect; nearly all actives have a fitted effect of over 45% in size
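p53-null H1299 cells stably carrying temperature-sensitive p53-A138V and a BP100-luciferase reporter were pinned with compounds (4-point, 1:5 series) and held 24 hrs at 37 deg C. Luminescence was read 10 min after detection reagent.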
RORgamma inh: blocks mouse ROR gamma transcriptional activity | AID 2551 | P51450 | 310,000 compounds, 5.4% hits | Drosophila S2 Gal4-RORgamma UAS-luciferase reporter, 20 h | Potency, µM (highest dose often 53.6 µM), inactives show at the highest dose activity change, negative = inhibition, hits mostly inhibitors; also: potency is read from the fitted curve at half-maximal effect; % is scaled to controls: 0 for no effect and ±100 for the full control effect; nearly all actives have a fitted effect of over 60% in size
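Drosophila S2 cells stably expressing Gal4-DBD/mouse RORγ fusion under metallothionein promoter plus UAS-luciferase; compound 1 h, then 700 uM CuSO4 induction for 20 h at ambient temperature; inhibition read as reduced luminescence.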
Rab9 prom act: activators of Rab9 promoter. Huh7 Rab9 promoter-luciferase reporter, luminescence, 24 h. Potency, µM (top dose mostly 9.22 µM), for the others: at the top dose activation, negative = inhibition, usual class: activators. 320,000 compounds, 2.8% hits. AID 485297; also: potency is read from the fitted curve at half-maximal effect; % of control where 0% means no effect; nearly all actives have a fitted effect of over 60% in size
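Huh7 cells stably carrying Rab9 promoter–luciferase reporter, plated 1500 cells/well, compound added after 2 h and incubated 24 h at 37 °C; luciferase luminescence then read after 10 min with detection reagent.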
Tb PFK block: blocks T. brucei phosphofructokinase. Potency, µM (series often up to 57.5 µM), for the others: top-dose activity, negative = inhibition, actives largely listed as inhibitors. T. brucei PFK, ADP-Glo luminescence. O15648. 330,000 compounds, 0.17% hits;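 also: potency is read from the fitted curve at half-maximal effect; 0% = uninhibited 1x PFK enzyme wells and -100% = no-enzyme wells; nearly all actives have a fitted effect of over 60% in size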
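In TEA buffer at pH 8.0 with 5 mM MgCl2, enzyme (1.25 nM) converted F6P (0.5 mM) and ATP (0.1 mM) for 45 min at room temperature. ADP product was read by luciferase luminescence.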
VP16 counter: inhibits Gal4-VP16 luciferase reporter, ROR gamma counter-screen. 310,000 compounds, 3.5% hits. Potency, µM (series often up to 53.6 µM), for inactives: at the highest dose activity, negative = inhibition, usual class: inhibitors. AID 2546. Drosophila S2 Gal4-VP16 UAS-luciferase, luminescence, 20 h;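 also: Gal4-VP16 expression switched on by copper sulfate through the metallothionein promoter; potency is read from the fitted curve at half-maximal effect; % is scaled to controls: 0 for no effect and ±100 for the full control effect; nearly all actives have a fitted effect of over 50% in size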
Active calls of the source: *; ? = inconclusive; nt = not tested or not shown; [ ] = another dose, or the depositor's remark. Unless noted, calls follow the shape of the dose curve; as a rule, active = well fitted curve in the direction sought with a large enough effect; inconclusive = small, poorly fitted or top-dose-only effect, or another doubt; inactive = no such curve, though single readings can be large; an effect the other way counts as inactive or inconclusive. The order is random (roughly 15% active in at least one column).

| SMILES | TRPV1 ag | BRCA1 expr act | Tb PFK block | p53 reactivator | Rab9 prom act | FLuc counter | RORgamma inh | VP16 counter | ELG1 repair inh | ELG1 genotoxic | NPC1 promoter act |
| --- | --- | --- | --- | --- | --- | --- | --- | --- | --- | --- | --- |
| CN(CC(=O)Nc1ccccc1Br)C(=O)c1ccccc1-c1nc2ccccc2s1 | ? | -38% | -5% | -39%[inhibitor] | 2% | -4% | -20% | -25% | 21µM* | -9% | 5% |
| CCOc1ccc(N(CC(=O)NCc2ccccc2Cl)S(=O)(=O)c2c(C)noc2C)cc1 | 4 | -19% | 0% | -2% | 1% | 0% | -18% | -20% | 16% | -4% | -17% |
| Cc1ccc(-n2ncc3c2CCCC3NC(=O)CCC2=NNC(=O)CC2)cc1C (stereo not given) | 2 | 2% | -1% | 1% | 9% | 0% | ? | 3% | -1% | -1% | -3% |
| O=C(CNc1cc(S(=O)(=O)N2CCOCC2)ccc1N1CCCC1)N1CCc2ccccc21 | 1 | 1% | -1% | 1% | 7% | 6% | 12% | 2% | ? | -3% | -1% |
| O=C(CCc1nnc(-c2ccc(-c3ccccc3)cc2)o1)N1CCCCC1 | 3 | -4% | -1% | -4% | ? | 13µM* | 22% | -9% | ? | ? | ? |
| CN(C(=O)c1cccc(NC(=O)Cc2cccc([N+](=O)[O-])c2)c1)C1CCCC1 | nt | -55% | -8% | 0% | nt | nt | nt | nt | ? | -6% | nt |
| Cc1ccc(N2C(=O)c3ccccc3C2C(=O)c2cc(C)ccc2O)cc1 (stereo not given) | 12 | 31% | ? | ? | 21% | ? | -2% | 0% | ? | -1% | 23% |
| Cc1ccc(C(=O)NC(=S)Nc2cccc3c(C)cc(C)nc23)cc1 | 5 | -58% | 2% | ? | ? | -8% | 1µM* | 4.5µM* | 8% | 3% | 17% |
| Nc1ccc(S(=O)(=O)c2ccccc2)nc1 | 0 | -11% | 1% | 6% | 1%[1.84 µM] | 5% | -21% | -8% | 7% | 1% | -5% |
| CC(=O)c1ccc(NC(=O)C2Cc3ccccc3CN2C(=O)c2ccccc2)cc1 (stereo not given) | 6 | 20% | -1% | 11% | -5% | -9% | ? | 22% | -18% | 3% | 0% |
| O=C(Nc1ccccn1)C1CCCN1S(=O)(=O)c1ccc(Cl)cc1 (stereo not given) | 10 | -3% | -9% | 0% | -2% | 0% | -1% | 6% | 5% | -1% | -1% |
| c1ccc2c(c1)C(=NC1CCCCC1)NC2=NC1CCCCC1 | 9 | -47% | 3% | -15% | 14% | 2% | 27% | -10% | -4% | 0% | 1% |
| O=C(CCc1c[nH]c2ccccc12)N1CCCC1 | -5 | -3% | 5% | 5% | -2% | -4% | 6% | 2% | ? | 5% | 1% |
| Cc1ccccc1/C=C1\CCCc2ccccc2C1=O | ? | 7.1µM* | -6% | ? | 0.89µM* | 2.4µM* | -5% | 5% | ? | ? | 4µM* |
| Cc1ccc(-c2nc(C#N)c(NCc3cccc4c3OCO4)o2)cc1 | 6 | 104% | -5% | 27% | -1% | ? | 39% | -11% | ? | 10% | 14% |
| O=C(O)c1cccc(-n2cccc2/C=C\[N+](=O)[O-])c1 | -1 | 9% | 0% | -1% | 20% | ? | ? | ? | ? | ? | -2% |
| CCCn1c(N)c(N(CCOC)C(=O)C(C)Oc2ccc(F)cc2)c(=O)[nH]c1=O (stereo not given) | 1 | 8% | -3% | 2% | 1% | -2% | nt | nt | 10% | 2% | -4% |
| O=C(O)CS/C(=C\c1ccc(F)cc1)c1nc2ccccc2s1 | 2 | nt | 3% | 1% | 1% | 24µM* | 20% | -2% | ? | 8% | -1% |
| Cc1ccc(N2C(=O)c3cccc4c(N)ccc(c34)C2=O)c2cccnc12 | 94* | -44% | -3% | 19% | -30%[inhibitor] | -2% | ? | ? | ? | ? | -16% |
| COC(=O)c1ccc(CSc2nc3ccccc3c(=O)n2Cc2ccco2)o1 | 2 | -43% | -4% | -14% | -13% | 1% | -10% | -24% | ? | -13% | 0% |
| CCOC(=O)c1oc2ccccc2c1CN1CCCCC1 | 27 | 12% | 2% | 1% | -1% | -2% | -9% | -5% | 25% | 1% | 3% |
| COc1ccc(NC(=O)c2ccc3c(c2)CCN3S(=O)(=O)c2ccccc2)c(OC)c1 | -1 | -25% | 1% | -4% | -1% | 1% | 13% | -5% | -19% | -2% | -3% |
| CCOc1ccccc1NC(=O)CSC1=NN2CCCC(=O)N=C2S1 | 0 | -8% | -7% | 0% | 3% | -1% | -6% | -5% | -10% | -7% | -2% |
| COc1cccc(NC(=O)COC(=O)C2CCCCC2)c1 | nt | 5% | -6% | 1% | nt | nt | nt | nt | ? | 4% | nt |
| O=C(CCn1cncn1)N1CCCC(N2CCN(c3cccc(C(F)(F)F)c3)CC2)C1 (stereo not given) | 3 | -9% | -5% | 0% | 0% | 1% | -12% | -2% | ? | -8% | -4% |
| COc1ccc(C(=O)Nn2c(SCC(=O)N3CCC(C)CC3)nc3ccccc3c2=O)cc1 | ? | -91%[inhibitor] | -9% | -7% | nt | 0.67µM* | 10µM* | 10µM* | ? | ? | 0.4µM* |
| CCOC(=O)CCCNC(=O)CCNC(=O)c1ccc(OCC)cc1 | 4 | 0% | -4% | -5% | 1% | 2%[2.3 µM] | -7% | -4% | 4% | 0% | -2% |
| Cc1cc(C)c2c(CN3CCN(CCO)CC3)cc(=O)oc2c1 | -2 | 7% | 3% | -5% | 3% | 6% | -14% | 7% | 6% | -2% | -2% |
| CCCCn1c(N)c(N(CC(C)C)C(=O)c2ccc(C)c(S(=O)(=O)N3CCCCC3)c2)c(=O)[nH]c1=O | -3 | -6% | -2% | 0% | -1% | -3% | nt | nt | 10% | 1% | 0% |
| O=C(OCC1OC(n2ccc(=O)[nH]c2=O)C(Cl)C1O)c1ccccc1 (stereo not given) | 1 | 8% | 4% | -2% | 1% | 3% | 0% | -1% | 2% | 0% | -6% |

The last 7 records of the part before come first, to join the parts:
| SMILES | TRPV1 ag | BRCA1 expr act | Tb PFK block | p53 reactivator | Rab9 prom act | FLuc counter | RORgamma inh | VP16 counter | ELG1 repair inh | ELG1 genotoxic | NPC1 promoter act |
| --- | --- | --- | --- | --- | --- | --- | --- | --- | --- | --- | --- |
| COc1cccc(NC(=O)COC(=O)C2CCCCC2)c1 | nt | 5% | -6% | 1% | nt | nt | nt | nt | ? | 4% | nt |
| O=C(CCn1cncn1)N1CCCC(N2CCN(c3cccc(C(F)(F)F)c3)CC2)C1 (stereo not given) | 3 | -9% | -5% | 0% | 0% | 1% | -12% | -2% | ? | -8% | -4% |
| COc1ccc(C(=O)Nn2c(SCC(=O)N3CCC(C)CC3)nc3ccccc3c2=O)cc1 | ? | -91%[inhibitor] | -9% | -7% | nt | 0.67µM* | 10µM* | 10µM* | ? | ? | 0.4µM* |
| CCOC(=O)CCCNC(=O)CCNC(=O)c1ccc(OCC)cc1 | 4 | 0% | -4% | -5% | 1% | 2%[2.3 µM] | -7% | -4% | 4% | 0% | -2% |
| Cc1cc(C)c2c(CN3CCN(CCO)CC3)cc(=O)oc2c1 | -2 | 7% | 3% | -5% | 3% | 6% | -14% | 7% | 6% | -2% | -2% |
| CCCCn1c(N)c(N(CC(C)C)C(=O)c2ccc(C)c(S(=O)(=O)N3CCCCC3)c2)c(=O)[nH]c1=O | -3 | -6% | -2% | 0% | -1% | -3% | nt | nt | 10% | 1% | 0% |
| O=C(OCC1OC(n2ccc(=O)[nH]c2=O)C(Cl)C1O)c1ccccc1 (stereo not given) | 1 | 8% | 4% | -2% | 1% | 3% | 0% | -1% | 2% | 0% | -6% |
| NNC(=O)c1oc2nc(-c3cccs3)cc(-c3ccco3)c2c1N | 1 | nt | 0% | 3% | -4% | -2% | -13% | -20% | ? | 3% | 1% |
| CC1CCCN(C(=O)CSc2n[nH]c(-c3cccs3)n2)C1 (stereo not given) | 0 | 12% | 1% | 18% | 1% | ? | nt | nt | 23% | 7% | 12% |
| CC(C)(C)[C@H]1CCC(=O)N([C@H](CSc2ccc(Br)cc2)Cc2ccccc2)CC1 | ? | -8% | -6% | 5% | -1% | 4% | nt | nt | 11% | -3% | -5% |
| Cc1ccc(NC(=O)c2nc[nH]c2C(=O)N[C@@H](C)C(=O)OC(C)(C)C)cc1 | ? | -10% | 0% | -2% | -5% | -2% | 6.3µM* | ? | -1% | -3% | -5% |
